# TAG inh: inhibitors of triacylglycerol accumulation, primary screen, cell-based, uHTS, fluorescence, H9c2 | H9c2 cells, Nile Red lipid (TAG) fluorescence; cells loaded with 200 µM oleic acid | inhibition, % at 12.5 µM | 230,000 compounds, 0.66% hits | AID 651582, 2012;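 active = pattern-corrected inhibition of lipid staining of at least 50% with the nuclear-stain viability signal not falling by more than 50%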;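 note: 0% = DMSO wells and 100% = triacsin C control wells; some results filed as inactive read as strong as hits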
# TAG inh DAPI viability: also measured in TAG inh; calls as there; DAPI nuclei signal change (viability), lower = more cytotoxic, %;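 whole-well DAPI fluorescence read on a plate reader as a viability signal; minus 50 percent equals half of cells still viable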
# * = called active by the depositor.
# Order of values: TAG inh	TAG inh DAPI viability
COc1cc(/C=C(\CCC(=O)O)c2nc3ccccc3s2)ccc1OCC(=O)Nc1c(Cl)cccc1Cl
    6	0
CCN(CC)Cc1c(O)c(Cl)cc2c(C)cc(=O)oc12
    -4	49
COC(=O)c1sccc1NC(=O)CSc1ccc(Cl)cc1
    -48	20
CC(C)(C)OC(=O)C1C(=O)CC(C)(O)C(C(=O)OC(C)(C)C)C1c1ccco1 (configuration not stated)
    23	3
Cc1cc(NC(=O)CSc2nnc(C(F)(F)F)n2C)no1
    -3	-1
O=C(CN1C(=O)NC2(CCOc3ccccc32)C1=O)NCCc1ccccc1 (configuration not stated)
    -7	1
CCOc1ccc(OCCC(=O)N(CCOC)c2c(N)n(Cc3ccccc3)c(=O)[nH]c2=O)cc1
    -28	0
COc1ccc(-n2nnc3c(SCC(=O)Nc4ccccc4F)ncnc32)cc1
    -29	2
COc1cccc(N2CC(NC(=O)c3ccc4ccccc4c3)CC2=O)c1 (configuration not stated)
    -8	-4
CN(c1cccc(NC(=O)CN(c2ccc(F)cc2)S(C)(=O)=O)c1)S(C)(=O)=O
    1	0
CCNC(=S)Nc1ccc(C)c(S(=O)(=O)Nc2ccccc2OC)c1
    -8	-7
Nc1nc(SC2c3cccc4cccc(c34)C2NS(=O)(=O)c2ccccc2)n[nH]1 (configuration not stated)
    -11	10
COc1cccc(CN(C)C(=O)c2ccc(NS(=O)(=O)c3ccc(F)cc3)cc2)c1OC
    10	-5
N#Cc1c(N)c(C(=O)c2ccc(Br)cc2)n2c1CCC2
    -13	-3
COc1ccc(CCNC(=O)COC(=O)CCC(=O)c2cccs2)cc1OC
    -8	6
O=C(NCCc1ccccc1)c1n[nH]c2ccccc12
    -16	0
N#CC1=C(N)Oc2cc(Nc3ccccc3)ccc2C1c1ccncc1 (configuration not stated)
    57*	-40*
COC(=O)c1sc(NC(=O)c2ccc(OC)cc2OC)nc1C
    4	-2
CCCCNC(=O)c1c[nH]c2ccc(S(=O)(=O)Nc3ccc(OCC)cc3)cc2c1=O
    -3	-8
COc1ccc(N(C)S(=O)(=O)c2cccc(C(=O)OC(C(=O)Nc3cc(C)cc(C)c3)c3ccccc3)c2)cc1 (configuration not stated)
    -1	-4
CCCCCCN1C2=NCCCN2c2ccccc21
    11	-3
OC(c1ccc(F)c(F)c1)c1nc(-c2ccc(F)c(Cl)c2)cs1 (configuration not stated)
    -9	7
O=C1NCCn2nc3ccccc3c21
    -8	1
Cc1nnc(NC(=O)CSc2nc3c(c(=O)n(C)c(=O)n3C)n2C(C)C)s1
    15	-11
CCOc1ccc(NC(=O)CN(C)C(=O)c2c(C)nn(-c3ccc(F)cc3)c2Cl)cc1OCC
    0	-5
Cc1cccc(N(Cc2cc3ccc(C)cc3[nH]c2=O)C(=O)c2ccco2)c1
    -13	-1
O=C(NCc1ccccc1)c1cccc(COc2cccc(Cl)c2)c1
    4	6
CC(=O)Nc1cccc(C(=O)OCC(=O)NC(=O)Cc2ccccc2)c1
    -10	8
CCN(CC)C(=O)C1=C(C)N(Cc2ccc(OC)cc2)C(=O)C(CC(=O)NCCN2CCOCC2)C1 (configuration not stated)
    5	0
Cc1nn(-c2ccc(F)cc2)c(C)c1CN1CCN(CCC(C)C)C(CCO)C1 (configuration not stated)
    1	4
COc1ccc(-c2nnn(CC(=O)Nc3sc4c(c3C#N)CCCC4)n2)cc1
    -14	-5
COc1ccc(C(=O)OCCc2ccc(O)cc2)cc1
    -13	-10
Cc1ccc(S(=O)(=O)N2CCc3ccccc3CC2)cc1
    -2	-5
COC(=O)C1CCN(C(=O)CN2C(=O)NC(CC(C)C)C2=O)CC1 (configuration not stated)
    -2	0
CC1CCN(c2nc(-c3ccccc3)c(C#N)c(=O)[nH]2)CC1
    -1	10
CCN(c1ccccc1)S(=O)(=O)c1ccc(C(=O)N2CCCC(C(F)(F)F)C2)cc1 (configuration not stated)
    14	-6
COc1ccc(-c2nc(NC(=O)Cn3cnnn3)sc2C)cc1
    11	2
O=C(Cn1cnc2c(cnn2-c2ccccc2)c1=O)N1CCOCC1
    10	7
CCOc1ccc(N(CC(=O)N2CCCCCC2)S(=O)(=O)c2ccc(F)cc2)cc1
    -22	2
COC(=O)CCC(=O)Nc1ccc2oc3c(c2c1)CCCC3
    9	-3
COC(=O)c1cc(O)c(OCc2ccccc2)c(O)c1
    -14	-3
COC(=O)C1=CN(Cc2ccc(OC)c(OC)c2)C=C(C(=O)OC)C1c1cccc(F)c1
    11	19
Cc1ccc(S(=O)(=O)N2C[C@H]3C(=O)C[C@@H](c4ccccc4)N(S(=O)(=O)c4ccc(C)cc4)[C@H]3C[C@H]2c2ccccc2)cc1
    33	-9
COc1ccc(Nc2c(-c3ccc(C)cc3)nc3cnccn23)cc1
    -7	4
CS(=O)(=O)c1ccc2nc(NC(=O)Cc3ccccc3)sc2c1
    11	-10
COc1ccc(-c2cn[nH]c2-c2ccc(OCc3ccccc3)cc2O)cc1OC
    -13	0
COc1ccc2[nH]c3c(c2c1)CCN1C(=O)C(CC(=O)NCCc2ccccn2)C[C@H](C(=O)N2CCOCC2)[C@@]31C (some centres not stated)
    1	-10
CCCc1nnc(NC(=O)c2cccnc2)s1
    -6	3
CC(C)n1nccc1NC(=O)COC(=O)c1ccc(NC(N)=O)cc1
    3	-1
CC(C(=O)NCc1ccco1)n1nc(-c2ccccc2)c2cc(Cl)ccc21 (configuration not stated)
    -4	2
COC(=O)c1ccccc1NC(=O)C1CCN(C(=O)c2cc(OC)cc(OC)c2)CC1
    0	-2
COc1cc(OC)nc(Nc2nc(C(N)c3ccccc3Cl)cs2)n1 (configuration not stated)
    -6	7
CNc1cc(-c2ccc(OC)c(OC)c2)ncn1
    12	-10
CN(Cc1cccs1)C(=O)COC(=O)CNC(N)=O
    1	8
C/C=C1\COC(C(=O)NCc2ccccc2)(C(F)(F)F)C=C1C=C(C)C (configuration not stated)
    0	2
CC(=O)c1ccccc1NC(=O)COc1ccc(N(C)S(=O)(=O)c2ccc(C)c(C)c2)cc1
    10	1
COc1ccc(S(=O)(=O)N(C)C2CCN(C)CC2)cc1
    -16	6
CC1(C)Cc2c(sc(NC(=O)c3ccc(S(=O)(=O)N4CCCCCC4)cc3)c2C#N)C(C)(C)N1
    4	-3
CCOCc1nnc(NC(=O)CCC2CCCCC2)s1
    -2	3
Cc1ccc(C(=O)N[C@@H](C)CN2C3=NC[C@H](C(C)C)N3C[C@H]2Cc2ccc(O)cc2)cc1Br
    37	-19

# (list continues)
# Order of values: TAG inh	TAG inh DAPI viability
CCN(CC)c1ccc(/C=C/C(=O)C2C(=O)C=C(C)OC2=O)cc1 (configuration not stated)
    -66	10
Cc1ccc(S(=O)(=O)NCCN2CCOCC2)c(C)c1C
    14	-22
O=c1c2c(nc3cc(-c4cccc(Cl)c4)[nH]n13)CCCC2
    3	4
O=C(Nc1nccs1)c1ccc(S(=O)(=O)c2ccccc2)cc1
    -14	-2
COc1cccc(-n2nc(C(N)=O)c(O)cc2=O)c1
    -8	-1
Fc1ccc(C2=CSC3=NCCN23)cc1
    -5	0
COc1ccc(NC(=O)C2Cc3c(-c4ccc(NC(C)=O)cc4)ccnc3O2)cn1 (configuration not stated)
    26	-28
CCOC(=O)c1cc2c(ccn2-c2ccc(F)cc2)n1CC(=O)N1CCN(C(=O)c2ccco2)CC1
    -22	7
COCCn1c(SCC(=O)NC(=O)NC(C)C)nc2ccccc21
    -12	0
CCCCc1cc(=O)oc2c(CN(CC)CC)c(O)c(Cl)cc12
    25	42
CCCN(C(=O)c1cc(S(=O)(=O)N(C)c2ccc(OCC)cc2)ccc1C)C1CCS(=O)(=O)C1 (configuration not stated)
    -4	-8
Cc1ccc(-c2cc(C(=O)Nc3cc(C)on3)c3ccccc3n2)cc1
    11	28
N#Cc1ccc(C23CC4(C2)[C@H](CN(P(=O)(c2ccccc2)c2ccccc2)[C@@H]4c2ccccc2)C3c2ccc(Cl)nc2)cc1 (some centres not stated)
    51*	-23*
O=C(CSc1nc2ccccc2[nH]1)c1ccc(Cl)s1
    0	5
NS(=O)(=O)OCCCc1ccc(C(F)(F)F)cc1
    10	-5
O=C(Nc1ccc(Cl)cc1)c1csc(COCCO)n1
    -2	-5
Cc1cccc(S(=O)(=O)NC(=O)C2(C)CCN2C(=O)Cc2cccs2)c1 (configuration not stated)
    0	3
Cn1nc(C#N)c(=O)[nH]c1=O
    3	-2
Cc1nc(CCNC(=O)Cc2ccc(Cl)cc2)cs1
    6	-4
CC(C)CCCNc1nc(N2CCOCC2)nc(N2CCOCC2)n1
    14	-16

# Some of the entries so far, with bars between the fields:
compound | TAG inh | TAG inh DAPI viability
CCN(CC)c1ccc(/C=C/C(=O)C2C(=O)C=C(C)OC2=O)cc1 (configuration not stated) | -66 | 10
Cc1ccc(S(=O)(=O)NCCN2CCOCC2)c(C)c1C | 14 | -22
O=c1c2c(nc3cc(-c4cccc(Cl)c4)[nH]n13)CCCC2 | 3 | 4
O=C(Nc1nccs1)c1ccc(S(=O)(=O)c2ccccc2)cc1 | -14 | -2
COc1cccc(-n2nc(C(N)=O)c(O)cc2=O)c1 | -8 | -1
Fc1ccc(C2=CSC3=NCCN23)cc1 | -5 | 0
COc1ccc(NC(=O)C2Cc3c(-c4ccc(NC(C)=O)cc4)ccnc3O2)cn1 (configuration not stated) | 26 | -28
CCOC(=O)c1cc2c(ccn2-c2ccc(F)cc2)n1CC(=O)N1CCN(C(=O)c2ccco2)CC1 | -22 | 7
COCCn1c(SCC(=O)NC(=O)NC(C)C)nc2ccccc21 | -12 | 0
CCCCc1cc(=O)oc2c(CN(CC)CC)c(O)c(Cl)cc12 | 25 | 42
CCCN(C(=O)c1cc(S(=O)(=O)N(C)c2ccc(OCC)cc2)ccc1C)C1CCS(=O)(=O)C1 (configuration not stated) | -4 | -8
Cc1ccc(-c2cc(C(=O)Nc3cc(C)on3)c3ccccc3n2)cc1 | 11 | 28
N#Cc1ccc(C23CC4(C2)[C@H](CN(P(=O)(c2ccccc2)c2ccccc2)[C@@H]4c2ccccc2)C3c2ccc(Cl)nc2)cc1 (some centres not stated) | 51* | -23*

# Following part:
# Order of values: TAG inh	TAG inh DAPI viability
CCC(COC)NC(=O)CCc1nnc(Cc2cccc(C(F)(F)F)c2)o1 (configuration not stated)
    -7	-3
CNc1nc2c(c(=O)n(C)c(=O)n2C)n1CCCc1ccccc1
    -34	6
CN1CCC(N(C)CC(=O)Nc2cccc(Oc3ccccc3)c2)CC1
    2	16
O=C(CSc1nnc(Nc2ccccc2)s1)NCc1ccco1
    7	-11
COc1ccccc1NS(=O)(=O)c1cccc(C(=O)NCC(c2cccs2)N2CCOCC2)c1 (configuration not stated)
    14	1
O=C(NNC(=S)NC1CCCCC1)c1ccccc1O
    -5	-3
Cc1cc(C(=O)N(C)CC(=O)Nc2ccccc2C(F)(F)F)c(C)o1
    -11	12
CN(CCc1ccccc1)C(=O)c1cccc(NC(=O)Cc2cccc(NC(=O)C3CCN(C(=O)C4CC4)CC3)c2)c1
    32	-14
COc1cccc(NC(=O)CN(C)C(=O)c2ccccc2-c2nc3ccccc3s2)c1
    -2	5
Cc1cc(C(=O)COc2ncnc3sccc23)c(C)n1C
    -12	-3
CCCCCCC(=O)Oc1cccc(C2=CC(=O)CC(C)(C)C2=O)c1
    -10	0
CC(=O)c1ccc(NC(=S)N2CCCC(C(F)(F)F)C2)cc1 (configuration not stated)
    0	2
COc1ccc(CN(C)CC(=O)Nc2ccccc2C(=O)NC2CC2)cc1
    -1	-4
O=C(NNc1cc(Cl)cc(Cl)c1)C1CCC1
    0	-4
O=C(N/N=C/c1ccc2ncccc2c1)c1cc(-c2cccs2)nc2ccccc12
    18	6
COc1ccccc1NS(=O)(=O)c1cccc(C(=O)OCC(=O)Nc2cc(C)on2)c1
    -1	4
COC(=O)C1=C(C)N(Cc2ccccc2)C(=NCc2ccc(OC)cc2)N[C@H]1c1ccccc1
    56*	-26*
Cc1cc(C)cc(NC(=O)C(Nc2ccccc2)c2ccccc2)c1 (configuration not stated)
    -15	8
CCOC(=O)c1c(NC(=O)C(C)Sc2c[nH]c3ccccc23)sc2c1CCC2 (configuration not stated)
    0	7
CCCCNC(=O)C1(c2ccc(OC)cc2)CCOCC1
    2	5
O=C(C1=C[C@@H](c2ccccc2)C[C@@H](OCCCCO)O1)N1CCOCC1
    5	-5
CC1CCN(CCCNC(=O)CN2CCN(Cc3ccc(Cl)cc3)C2=O)CC1
    -2	3
CC(C)N(C(=O)c1sc2cc([N+](=O)[O-])ccc2c1Cl)C(C)C
    9	-14
COc1ccc(C(=O)NCCc2ccc(Cl)cc2)cc1S(=O)(=O)N1CCCCC1C (configuration not stated)
    7	-10
Cc1sc2nc(CSc3ccc([N+](=O)[O-])c(C(F)(F)F)c3)[nH]c(=O)c2c1C
    5	5
C[C@H]1CN([C@@H](C)CO)C(=O)CCCn2cc(nn2)CO[C@@H]1CN(C)C(=O)Nc1cccc(C(F)(F)F)c1
    14	-2
CCOc1nc(C#N)nc(N2CCCCC2)n1
    -16	9
CC(C(=O)NC1C(=O)N2C(C(=O)O)=C(CSc3nnnn3C)CSC12)n1cc(Cl)cn1 (configuration not stated)
    -27	-4
Cc1ccc(C)n1-c1ccc(C(=O)N/N=C/c2ccncc2)cc1
    12	-9
Cc1cccc(Cn2c(=O)c3c(nc4n3CCCN4Cc3ccccc3)n(C)c2=O)c1
    -124	-15
O=C(Nc1ccncc1)C1CCN(S(=O)(=O)c2ccccc2C(F)(F)F)CC1
    -25	4
O=C(Nc1ccccc1)[C@@H]1CC=C[C@@H]2CCN(C3CCCCC3)C(=O)[C@@H]21
    3	6
CCOc1ccc(N(CC(=O)Nc2ccc(C)cc2)S(=O)(=O)c2c(C)[nH]c(=O)[nH]c2=O)cc1
    -14	17

# 2 of these compounds, reformatted.
canonical_smiles,TAG inh,TAG inh DAPI viability
Cc1ccc(C)n1-c1ccc(C(=O)N/N=C/c2ccncc2)cc1,12,-9
CC(C)N(C(=O)c1sc2cc([N+](=O)[O-])ccc2c1Cl)C(C)C,9,-14

# A portion of the library; count on the stated rates, not on these rows.
